RmlCD inh 1536: blocks M. tuberculosis RmlC and RmlD coupled enzymes; RmlC+RmlD coupled enzyme assay, percent inhibition; primary screen in compound mixtures; inhibition, % at 3.6 µM; 160,000 compounds, 0.03% hits; in the data active means inhibition mostly above about 34%, no sharp cut-off; further: some results filed as inactive read as strong as hits
Target sequence (P9WH09 whole entry, looked up): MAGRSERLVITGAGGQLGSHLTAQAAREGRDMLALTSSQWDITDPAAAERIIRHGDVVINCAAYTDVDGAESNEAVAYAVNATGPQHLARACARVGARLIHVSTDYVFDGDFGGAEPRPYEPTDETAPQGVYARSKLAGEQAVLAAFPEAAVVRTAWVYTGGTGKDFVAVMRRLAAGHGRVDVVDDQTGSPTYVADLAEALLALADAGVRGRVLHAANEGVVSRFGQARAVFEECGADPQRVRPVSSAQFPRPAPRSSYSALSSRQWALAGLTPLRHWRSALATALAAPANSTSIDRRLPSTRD
Target sequence (P9WH11 whole entry, looked up): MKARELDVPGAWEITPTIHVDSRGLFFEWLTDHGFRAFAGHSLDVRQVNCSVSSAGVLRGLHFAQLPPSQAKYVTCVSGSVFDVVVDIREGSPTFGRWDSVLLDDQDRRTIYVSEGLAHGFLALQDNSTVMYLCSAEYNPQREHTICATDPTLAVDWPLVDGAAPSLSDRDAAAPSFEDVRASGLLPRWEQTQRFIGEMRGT
GlmU inhibition: inhibition of mycobacterial GlmU enzyme – biochemical, glucosamine-1-phosphate acetyltransferase (AID 1376). 220,000 compounds, 0.25% hits. inhibition, %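 (tested at 30 µM in the primary screen)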, or IC50 in µM where a hit was titrated. M. tuberculosis GlmU acetyltransferase enzyme assay; higher % means a stronger effect; in the data active means inhibition above about 13%;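 further: 0% = complete reaction with vehicle and 100% = reaction without substrate; strong numbers were not always called active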
* hit, by the source's call; · = no result given. These rows are one share of the data; count on the stated rates, not on these rows.

SMILES	RmlCD inh 1536	GlmU inhibition
Cc1cc(C(=O)NNC(=S)NCC(C)C)cs1	-4	-2.8%
S=C(NC1CCCC1)N1CCN(C/C=C/c2ccccc2)CC1	-10	2.0%
O=C(O)c1ccc(COc2ccc3c(c2)CCC3)cc1	-8	4.1%
CC(CC(=O)Nc1ccc(S(=O)(=O)N2CCOCC2)cc1)c1ccccc1 (configuration not stated)	-1	2.5%
O=C(CN1CCCCCC1)Nc1ccc(Br)cc1Br	6	1.7%
CCOC(=O)c1sc2nc(SC)nc(-c3ccc(Cl)cc3)c2c1N	·	-0.8%
CCCCNC(=O)Cc1cc(=O)[nH]c(=O)[nH]1	·	-3.2%
CN1CCN(CC(O)COCc2ccc3c(c2)OCO3)CC1 (configuration not stated)	40	5.9%
COC(C/C=C/C(=O)COCc1ccccc1)OC	·	6.7%
CCOC(=O)c1c(NC(=O)CSc2n[nH]c(CNc3ccccc3)n2)sc(C)c1C	·	1.3%
Cc1cc(C)cc(C(=O)/C=C2\NC(=O)CS2)c1	·	9.5%
O=C(Nc1cnccn1)Nc1ccccc1Cl	-8	-5.0%
O=C(O)Cc1sc(Nc2ccccc2)nc1-c1ccc(Cl)cc1	10	1.7%
Cc1ccc(CN2CCN(Cc3cn(C(C)C)c4ccccc34)CC2CCO)o1 (configuration not stated)	-11	0.6%
COc1ccc(CC(=O)Nc2nc(-c3cccnc3)cs2)cc1	9	-1.2%

The final six entries of the section before are carried over, then new ones follow:
SMILES	RmlCD inh 1536	GlmU inhibition
CCOC(=O)c1c(NC(=O)CSc2n[nH]c(CNc3ccccc3)n2)sc(C)c1C	·	1.3%
Cc1cc(C)cc(C(=O)/C=C2\NC(=O)CS2)c1	·	9.5%
O=C(Nc1cnccn1)Nc1ccccc1Cl	-8	-5.0%
O=C(O)Cc1sc(Nc2ccccc2)nc1-c1ccc(Cl)cc1	10	1.7%
Cc1ccc(CN2CCN(Cc3cn(C(C)C)c4ccccc34)CC2CCO)o1 (configuration not stated)	-11	0.6%
COc1ccc(CC(=O)Nc2nc(-c3cccnc3)cs2)cc1	9	-1.2%
COc1ccccc1C1NC(c2ccccc2OC)C(C)C(=O)C1C (configuration not stated)	2	-6.5%
COc1cccc(NC(=S)NNC(=O)C(C)n2nc(C)c([N+](=O)[O-])c2C)c1 (configuration not stated)	·	-3.5%
Cc1cccc(-n2c(SCC(=O)N3CC(=O)Nc4ccccc43)nc3ccccc3c2=O)c1	3	3.9%
CC1CN(C(=O)Cn2c(C(F)(F)F)nc3ccccc32)CC(C)O1 (configuration not stated)	-3	-4.7%
c1ccc2c(c1)CC1(CCCC1)N=C2N1CCOCC1	-2	1.5%
COCCCN(C(=S)Nc1cccc(Cl)c1)C(C)c1ccncc1 (configuration not stated)	3	2.4%
COc1ccc(NC(=O)CCc2nc3ccccc3[nH]2)cc1	5	3.0%
CCC(=O)NC(NC(=S)Nc1c(C)n(C)n(-c2ccccc2)c1=O)C(Cl)(Cl)Cl (configuration not stated)	16	-6.7%
Nc1nc(-c2ccco2)nn1C(=O)c1ccc([N+](=O)[O-])cc1	-3	-2.9%
Fc1ccc2nc(Nc3nc4c(F)cc(F)cc4s3)sc2c1	13	6.0%
COc1ccc(N2CC(C(=O)Nc3ccc(S(=O)(=O)Nc4nccs4)cc3)CC2=O)cc1 (configuration not stated)	6	4.0%
CC(=O)Nc1ccccc1C(=O)OCc1ccc(F)cc1	42	-3.7%
CCOc1ccc(S(=O)(=O)Nc2nc3ccccc3nc2-n2ccc(=NC(=O)c3ccccc3C)cc2)cc1	0	0.0%
O=[N+]([O-])c1cccc(CN2CCN(Cc3ccc(Br)cc3)CC2)c1	13	0.5%
CCN(CC)S(=O)(=O)c1csc(C(=O)NCc2ccccc2)c1	·	2.3%
Cc1ccccc1-c1noc(-c2ccccc2F)n1	12	-2.2%
O=C(Nc1ccccc1)C(=O)Nc1ccccn1	7	2.8%
CC(=O)c1cccc(NC(=O)N2CCCC2C(=O)Nc2cc(C)ccc2C)c1 (configuration not stated)	7	-0.2%
CCc1c(C(=O)Nc2ccccc2)c(C)[nH]c(=S)c1C#N	10	-3.6%
CS(=O)(=O)N(CC(=O)NCCSCc1ccco1)c1ccc(Cl)cc1	6	-2.0%
CCOc1ccc2nc(Cl)c(C3CC(c4ccccc4)=NN3C(=O)c3ccco3)cc2c1 (configuration not stated)	0	1.7%
CCOc1ccc2[nH]c(=O)c(CN(Cc3cccs3)Cc3nnnn3C(C)(C)C)cc2c1	·	1.5%
Cc1cc(O)c(/C=N/c2ccccn2)c(=O)o1	10	-1.5%
CN(C)CCCCOc1cccc(Br)c1	9	-7.5%
CN(Cc1nc2ccccc2n1C)C(=O)c1cccs1	-7	-0.2%
COCCn1c(N)c(C(=O)NCc2cccs2)c2nc3ccccc3nc21	-7	1.1%
CS(=O)(=O)N(CC(=O)NC1CCCCCC1)Cc1ccc(Cl)cc1	-10	2.4%
CCc1nc(Nc2ccc(N3CCN(C(C)=O)CC3)cc2)c2oc3ccccc3c2n1	-8	-2.7%
CC(=O)N(C1=C(O)c2ccccc2C(=O)C1=O)C1CCCCC1	·	1.9%
N#Cc1ccccc1NC(=O)COC(=O)COc1ccccc1[N+](=O)[O-]	2	-2.2%
COc1cc(OC)cc(-c2nnc(SCC(=O)N(C(C)C)C(C)C)o2)c1	·	-3.6%
O=C(CN1C(=O)CCC1=O)Nc1ccc(Br)cc1	14	0.9%
Cc1nc(-c2ccc(Cl)cc2)sc1C1(C)CC(c2c(Cl)cccc2Cl)=NO1 (configuration not stated)	-9	5.5%
Cc1ccc(C(=O)OCc2nnc(-c3ccccc3)o2)o1	-1	3.0%
CCCCN(CCCC)CCCNC(=O)c1ccc2nc(-c3ccccc3NC(C)=O)c(=O)[nH]c2c1	-14	0.4%
CCN(CC)Cc1c(O)ccc2c(-c3ccccc3)cc(=O)oc12	·	4.5%
CCc1nnc(NC(=O)c2ccc(-c3ccccc3F)o2)s1	-5	5.8%
COc1ccc(-n2nc(C(=O)NCC(=O)N3CCN(C)CC3)c3ccccc3c2=O)cc1OC	12	-0.7%
CCCOn1c(OCC(C)C)nc2ccccc2c1=O	-6	0.6%
CC1CCCCN1CCNC(=O)c1ccc2c(=O)n(CCc3ccccc3)c(=O)[nH]c2c1 (configuration not stated)	-5	·
Cc1ccc(OCC(=O)O)c(-n2nc3ccccc3n2)c1	2	6.8%
CNC(=O)c1ccc(NC(=O)/C=C/c2cccc(F)c2)cc1	3	6.3%
C[N+]1(CC(=O)NNc2c3ccccc3nc3ccccc23)CCOCC1	·	1.5%
CN(C)/C(=N\O)c1c(Cl)cccc1Cl	7	-1.6%
Cc1ccc(-c2nnc3c4ccccc4c(C)nn23)cc1S(=O)(=O)N1CCN(CCO)CC1	·	-6.5%

Random excerpt: seven compounds from above.
SMILES	RmlCD inh 1536	GlmU inhibition
CCc1nnc(NC(=O)c2ccc(-c3ccccc3F)o2)s1	-5	5.8%
CCN(CC)Cc1c(O)ccc2c(-c3ccccc3)cc(=O)oc12	·	4.5%
O=C(CN1C(=O)CCC1=O)Nc1ccc(Br)cc1	14	0.9%
CCCCN(CCCC)CCCNC(=O)c1ccc2nc(-c3ccccc3NC(C)=O)c(=O)[nH]c2c1	-14	0.4%
Cc1ccc(C(=O)OCc2nnc(-c3ccccc3)o2)o1	-1	3.0%
CNC(=O)c1ccc(NC(=O)/C=C/c2cccc(F)c2)cc1	3	6.3%
Cc1ccc(OCC(=O)O)c(-n2nc3ccccc3n2)c1	2	6.8%

New compounds follow.
SMILES	RmlCD inh 1536	GlmU inhibition
C/C(Cc1ccccc1)=N\NC(=O)c1cccnc1	·	-3.3%
CC1=C(C(=O)O)N2C(=O)C(NC(=O)CCCC(=O)O)C2SC1 (configuration not stated)	1	1.0%
CC(OC(=O)c1cccc(NS(C)(=O)=O)c1)C(=O)Nc1ccc(N2CCOCC2)cc1 (configuration not stated)	12	0.0%
CCc1ccc(N2C(=O)NC(=O)C(Cc3ccc(OC)cc3OC)C2=O)cc1 (configuration not stated)	·	-5.8%
COc1ccc(OCCOCCN2CCc3ccccc3C2)cc1	-9	0.0%
O=C(NCc1ccccc1)C(c1cccnc1)N(Cc1ccco1)C(=O)c1ccccn1 (configuration not stated)	·	1.9%
Cc1ccccc1-n1ncc(C(C)NC(=O)c2ccco2)c1C (configuration not stated)	5	-0.4%
Cc1ccc([N+](=O)[O-])c(OCCCN2CCCCCC2)c1	1	-6.1%
CCOc1ccc2nc(SCC(=O)NC(=O)NCc3ccco3)[nH]c2c1	·	-0.4%
